Screening data from PubChem BioAssay.
INS promoter inh: TRM-6 insulin promoter activity inhibition. TRM-6 cells (human fetal islet line), insulin promoter-eGFP reporter, imaging; reporter expression induced with tamoxifen. inhibition, % at 2 µM. actives 0.9% (n = 130,000). AID 1273;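 active = inhibition above the mean plus 3 SD, with well images judged a real hit on visual review, cut at about 60% in these data, passing the limit was not always enough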
sdo1 growth: sdo1-depleted yeast growth rescue; S. cerevisiae sdo1-depleted JHY4D growth rescue, OD600 30 h; stronger effect = higher value; pdr5 snq2 efflux-pump mutant strain; z-score at 10 µM; actives 0.21% (n = 140,000);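 active = z-score above 3 at both the 24 hr and the 30 hr optical density reads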;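 note: z-score against mean and SD of all compound wells on the same plate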
sdo1 growth Rescue 24 h: further read-out of sdo1 growth, marked with its call; z-score; S. cerevisiae sdo1-depleted JHY4D growth rescue, OD600; measured here: growth rescue at 24 h;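 0 is the plate mean of compound wells and units are plate SD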
Starred values were filed as active, the others as inactive; i = inactive; nt = no result given. Not all compounds are listed (hit frequency here may not be typical).

Each structure is followed by: INS promoter inh	sdo1 growth	sdo1 growth Rescue 24 h
CS(=O)(=O)NCc1ccc(C(=O)NCc2ccccc2)cc1
    24	-0.9	-1.5
COC(=O)CN1CCN(C(=O)c2ccc(F)cc2)c2ccccc2C1
    -25	0.38	-0.29
CCOC(=O)c1c(NC(=O)COc2ncnc3ccccc23)sc(C(C)=O)c1C
    0	-0.16	0.32
Cn1ccnc1C(O)c1ccco1 (stereo not drawn)
    -150	-0.08	-0.35
CCOC(=O)CC(=O)CSc1ncc(C(=O)OCC)c(N)n1
    62	0.68	-0.02
COc1ccc(NC(=S)Nc2ccc3nccnc3c2)cc1
    nt	1.2	1.6
NC(=O)C1CCN(CC(=O)Nc2cccc(C(=O)Nc3cccc(C(F)(F)F)c3)c2)CC1
    nt	1.4	1.9
COc1ccc(C(=O)COc2nc(C)cc(C)c2C#N)cc1
    57	-0.74	-0.47
O=S(=O)(/C=C/c1ccccc1)n1cnc2ccccc21
    3	-0.95	-0.54
O=C(O)c1cc(NS(=O)(=O)c2ccc(N3CCCCC3)c([N+](=O)[O-])c2)cc(C(=O)O)c1
    45	0.85	0.47
COc1ccc(N2CCN(C(=O)c3cn(C)c(=O)c4c3c3ccccc3n4C)CC2)cc1
    35	-1.2	-1.2
Cc1cc(C)c(S(=O)(=O)N2CCN(CCN3C(=O)c4cccc5cccc(c45)C3=O)CC2)cc1[N+](=O)[O-]
    44	0.56	0.17
O=C(O)CSc1nc2ccccc2[nH]1
    16	0.63	0.5
COc1cccc(-n2c(=S)sc3c(=O)n(-c4ccccc4OC)c(=S)[nH]c32)c1
    -33	nt	nt
Cc1ccc(C(=O)N/C(=C/c2cccc([N+](=O)[O-])c2)C(=O)NC(C)C)cc1
    nt	1.1	0.88
CCOC(=O)c1cn(CC(=O)Nc2ccccc2C(=O)OCC)nn1
    nt	-0.4	-0.42
c1ccc(-c2nc(-c3cccnc3)n[nH]2)cc1
    -6	0.2	-0.29
Cc1ccccc1-n1cnnc1SCC(=O)N1CCN(c2ccccc2)CC1
    -131	0.77	0.63
CC(=O)OCC(=O)[C@@]1(O)CC[C@H]2[C@@H]3CCC4=CC(=O)C=C[C@]4(C)[C@H]3[C@@H](O)C[C@@]21C
    -81	0.57	0.57
O=C(NCc1cccs1)C1CCCN(S(=O)(=O)c2cccc3cccnc23)C1 (stereo not drawn)
    nt	-0.24	-0.17
Cc1ccc(NC(=O)CSc2nnc([C@@H]3CCCN3C(=O)OC(C)(C)C)o2)c(C)c1
    -7	0.19	0.04
Cc1ccc(N2CCN(C(=O)c3ccccc3NC(=O)C3CCCCC3C(=O)O)CC2)cc1 (stereo not drawn)
    -21	0.88	0.54
O=C(O)c1ccc(N2C(=O)c3cccc4c(C(=O)O)ccc(c34)C2=O)cc1
    -6	nt	nt
Cn1nnc2cc(NC(=O)N3CC4(C)CC3CC(C)(C)C4)ccc21 (stereo not drawn)
    9	-0.16	0.08
COC(=O)c1ccccc1NC(=O)N[C@@H](C)C(=O)OC
    -315	0.23	-0.4
CCCc1c(C(=O)OCC)[nH]c2c1C(=O)CCC2
    nt	-0.62	-0.16
CC(C)(C)CC(=O)OCC(=O)Nc1cc(C(C)(C)C)nn1-c1ccccc1
    -9	0.34	0.59
CCN(CC)c1ccc(S(=O)(=O)N2CCOCC2)cc1NC(=O)CSc1cccc[n+]1[O-]
    -31	1	1.2
CCCCc1ccc(-c2nc(N)n[nH]2)cc1
    -9	-0.39	-0.32
O=C(CSc1nnnn1C1CCCC1)c1ccc2c(c1)OCCO2
    13	0.08	0.49
CC1=NN(/C(=N\c2nnc(C)s2)Nc2ccc(C)cc2)[C@H](c2ccc(C)cc2)S1
    -155	-1.3	-0.97
Cc1[nH]c2ccccc2c1/C=C(\C#N)S(=O)(=O)c1ccccc1
    57	1.6	1.9
CC(=O)Nc1cc(-c2ccc(Cl)cc2)nn1-c1ccccc1
    nt	0.25	0.13
O=C(CSc1nccn1Cc1ccccc1)Nc1nccs1
    -54	1.3	-0.26
COc1ccc(C2=C(c3ccc([N+](=O)[O-])cc3)C(=O)OC2)cc1
    0	nt	nt
O=C(CSc1nnc(NC2CCCCC2)s1)NN1C(=O)NC2(CCCCC2)C1=O
    26	2.6	4
CCn1ncc2c1C(=O)NC1c3ccccc3C(=O)N21 (stereo not drawn)
    29	0.59	-0.12
Cc1c(NC(=O)c2cc(=O)[nH]c3ccccc23)c(=O)n(-c2ccccc2)n1C
    13	0.61	0.88
O=C(O)CC(CP(=O)(c1ccccc1)c1ccccc1)C(=O)O (stereo not drawn)
    nt	0.89	-1.2
CCc1c(C)[nH]c2nc3ccccc3n2c1=O
    10	-0.1	-0.04
CCc1nc(SCC(=O)NCCc2ccccc2)n[nH]1
    -1	0.52	-0.18
Cc1c(C(=O)Nc2ccc(F)cc2)oc2ccc(S(=O)(=O)N3CC(C)CC(C)C3)cc12 (stereo not drawn)
    71*	-1.6	-0.97
CCOCCOCCC(C(=O)OCC)P(=O)(c1ccccc1)c1ccccc1 (stereo not drawn)
    -25	0.07	-0.13
CCN1C(=O)C(CC(=O)Nc2ccc(OC)cc2)N(CCc2ccc(OC)cc2)C1=S (stereo not drawn)
    -8	nt	nt
Cc1ccc(C)c(NC(=O)c2cc(-c3ccccc3)nn2-c2ccccc2)c1
    -3	-0.79	-1.1
CCCC(=O)NC(Nc1ccc(S(=O)(=O)Nc2ncccn2)cc1)(C(=O)OCC)C(F)(F)F (stereo not drawn)
    nt	-0.11	-1
CCc1nc(N2CCCCC2C)c2oc3ccccc3c2n1 (stereo not drawn)
    nt	-1.9	-0.82
FC(F)(F)C(F)(F)c1nnc2ccc(-n3ccnc3)nn12
    0	nt	nt
O=C(NC(c1ccc(Cl)cc1)c1c(O)ccc2ccccc12)c1ccccc1 (stereo not drawn)
    -3	-0.97	-0.75
COc1ccc(-n2c(=S)[nH]c3cc(C(=O)Nc4cccc(C)c4)ccc3c2=O)cc1
    13	0.41	2.2
CCSc1nc2ccccc2n1C(=O)c1ccc(S(=O)(=O)N2CCCCCC2)cc1
    nt	1.7	2.3
Cn1c(NN)nc2sc3c(c2c1=O)CC(C)(C)OC3
    62	0.25	-0.44
O=C(CN(Cc1ccccc1)S(=O)(=O)c1ccc2c(c1)OCCO2)Nc1ccc2c(c1)OCCO2
    nt	-0.74	-0.78
CCOC(=O)C1(CCc2ccccc2)CCN(C(=O)CN2C(=O)CSC2=O)CC1
    29	nt	nt
Cc1ccccc1Oc1nc2c(C)cccn2c(=O)c1/C=C(\C#N)C(=O)Nc1c(C)n(C)n(-c2ccccc2)c1=O
    10	-0.28	3.2
CCCC(=O)Nc1ccc(Oc2ccc(NC(=O)CCC)cc2)cc1
    -76	-1	-0.1
COc1ccc(C2COC(=O)C2=N)c(NC(=O)c2ccc(Cl)cc2)c1 (stereo not drawn)
    -73	1.9	0.55
COC(=O)c1ccc(NC(=O)CSc2nnnn2C2CCCCC2)cc1
    6	-1.2	-1.3
CC(C)c1ccc(NC(=O)NN2CCOCC2)cc1
    36	nt	nt
C=CCNc1nc(NCCN2CCOCC2)nc(N2CCOCC2)n1
    -493	0.47	-0.56

Taken from above:
CCSc1nc2ccccc2n1C(=O)c1ccc(S(=O)(=O)N2CCCCCC2)cc1 in sdo1 growth Rescue 24 h → 2.3
O=C(O)CC(CP(=O)(c1ccccc1)c1ccccc1)C(=O)O (stereo not drawn) in sdo1 growth → 0.89

Further entries follow.
Each structure is followed by: INS promoter inh	sdo1 growth	sdo1 growth Rescue 24 h
O=C(Nc1ccccc1)C1CCCN1C(=O)NCc1ccccc1 (stereo not drawn)
    -71	nt	nt
Cc1nn(CC(=O)Nc2ccncc2)c(C)c1[N+](=O)[O-]
    47	1	0.67
Cc1cc2cc(CNC(=O)Cc3ccc([N+](=O)[O-])cc3)ccc2n1C
    -62	nt	nt
CCCN(CCO)Cc1cccc(Oc2ccccc2)c1
    0	0.34	-0.1
CCCCCCn1c2c(c(=N)c3c1CCC3)CCC2
    4	1.3	0.71
CCSc1nc(C2CC2)cc(-c2cccs2)c1C#N
    23	-0.62	-0.66
N#C/C=C(/N)c1ccc(Br)cc1
    23	1.5	0.63
CNC(=O)C(=O)N/N=C/c1ccc(Br)cc1
    71*	nt	nt
COc1ccc(-c2nnc(NC(=O)CSc3ccc(C)cc3)s2)cc1OC
    10	1	1.1
Cc1cc(C)c2cc(C(c3nnnn3CC3CCCO3)N3CCN4CCCC4C3)c(=O)[nH]c2c1 (stereo not drawn)
    nt	0.64	0.02
CC(C)C(NC(=O)OCc1ccccc1)C(=O)NCC(=O)OC(C)(C)C (stereo not drawn)
    -29	0.32	0.28
CCNC(=S)NC1CC2CCCC(C1)N2Cc1ccco1 (stereo not drawn)
    nt	0.84	-0.04
CC(C(=O)O)N1C(=O)CSC1=S (stereo not drawn)
    nt	1.1	1.2
Cc1cc(C)n(-c2ccc(C(=O)OCC(=O)NC(c3ccccc3)c3ccccc3)cc2)n1
    23	0.31	2
CCNC(=O)/C(=C\C=C\c1ccccc1)NC(=O)c1ccc(Br)o1
    17	0.06	-1.3
CCCCCCCCCCS(=O)(=O)N/N=C/c1ccccc1OC
    26	-0.9	1.2
CCOC(=O)NC(NC(=S)Nc1ccc(OC)cc1)C(Cl)(Cl)Cl (stereo not drawn)
    -42	-0.11	0.32
COc1cccc(N2C(=O)CC(N3CCc4ccccc43)C2=O)c1 (stereo not drawn)
    18	0.21	0.04
Nc1nonc1C(=O)NCCNc1ccc([N+](=O)[O-])cn1
    -51	nt	nt
O=c1cc(/C=C/c2c(F)cccc2Cl)[nH]c2ccccc12
    nt	-0.84	-0.36
COc1ccc(N(CC(=O)Nc2ccccc2SC)S(C)(=O)=O)cc1OC
    i	0.33	0.42
Cc1sc(NC(=O)COc2ccccc2)c(C#N)c1-c1ccccc1
    30	0.64	1.5
CCN1c2ccccc2N(C)C1(C)c1ccccc1 (stereo not drawn)
    10	0.47	0.94
CC(O/N=C\c1ccccc1O)C(=O)Nc1ccccc1C(=O)N1CCOCC1 (stereo not drawn)
    -47	-0.41	-0.01
COc1ccc(NC(=O)C2CCCN2S(=O)(=O)c2ccc(F)cc2)cc1 (stereo not drawn)
    nt	-0.59	-0.95
CCc1ccc(NC(=O)C(C)OC(=O)/C=C/c2cccc([N+](=O)[O-])c2)cc1 (stereo not drawn)
    nt	-0.53	-0.07
O=C(O)CCNS(=O)(=O)c1ccc(Oc2ccccc2)cc1
    56	0.58	0.38
Cc1ccc(CCNS(=O)(=O)c2cnc[nH]2)cc1
    nt	1.7	1.6
CCC(C)n1cnc2c(=O)oc3ccccc3c21 (stereo not drawn)
    -11	0.71	0.42
O=C(O)COc1ccccc1Cc1ccccc1
    -9	0.82	0.69

7 of these compounds in another layout.
INS promoter inh | sdo1 growth | sdo1 growth Rescue 24 h | Structure
10 | 0.47 | 0.94 | CCN1c2ccccc2N(C)C1(C)c1ccccc1 (stereo not drawn)
-47 | -0.41 | -0.01 | CC(O/N=C\c1ccccc1O)C(=O)Nc1ccccc1C(=O)N1CCOCC1 (stereo not drawn)
nt | -0.59 | -0.95 | COc1ccc(NC(=O)C2CCCN2S(=O)(=O)c2ccc(F)cc2)cc1 (stereo not drawn)
nt | -0.53 | -0.07 | CCc1ccc(NC(=O)C(C)OC(=O)/C=C/c2cccc([N+](=O)[O-])c2)cc1 (stereo not drawn)
56 | 0.58 | 0.38 | O=C(O)CCNS(=O)(=O)c1ccc(Oc2ccccc2)cc1
nt | 1.7 | 1.6 | Cc1ccc(CCNS(=O)(=O)c2cnc[nH]2)cc1
-11 | 0.71 | 0.42 | CCC(C)n1cnc2c(=O)oc3ccccc3c21 (stereo not drawn)

Continued:
Each structure is followed by: INS promoter inh	sdo1 growth	sdo1 growth Rescue 24 h
Cc1cc(CC(C)C)n(-c2nc3ccccc3c(=O)n2OCc2ccccc2)n1
    -44	-0.4	0.61
CC(C)(C)n1nnnc1C(c1cccc(C(F)(F)F)c1)N1CCOCC1 (stereo not drawn)
    nt	-0.53	-0.8
O=C(COC(=O)c1cccc(F)c1)NC1CC1
    -20	nt	nt
COc1cc(S(=O)(=O)N2CCOCC2)ccc1NC(=O)CSc1nnc(N)s1
    -55	0.16	-0.08
CCCCNC(=O)NS(=O)(=O)c1ccc(NS(=O)(=O)c2ccccc2)cc1
    nt	1.5	0.25
CC1CC(C)CN(CCCNC(=O)Cc2c(C(=O)O)[nH]c3ccccc23)C1 (stereo not drawn)
    nt	1.2	1.2
CCOc1ccccc1N1CCN(Cc2ccc(Br)s2)CC1
    nt	-0.3	-1.3
Cc1ccccc1CN1CCN(Cc2ccccc2C(F)(F)F)CC1
    44	0.09	-0.78
O=C(Cn1nnc(-c2ccccc2)n1)Nc1ccc2c(c1)OCO2
    28	1.8	2
Cc1cc(C)nc(N2CCCC(C(=O)NCCC3=CCCCC3)C2)n1 (stereo not drawn)
    nt	-0.63	0.73
N#CC1=C(N)Oc2cc(O)ccc2C1c1ccncc1 (stereo not drawn)
    29	-0.32	-1.7
Clc1ccc(/C=C/c2ncc3ccccn23)cc1
    41	nt	nt
CCC(=O)NC(C)C(c1cccs1)N1CCN(Cc2ccccc2)CC1 (stereo not drawn)
    nt	1.6	1.4
CCCCSc1nc(C)c(C(C)=O)cc1C#N
    -15	1.7	3
Cc1onc(-c2c(F)cccc2Cl)c1C(=O)NCC1COc2ccccc2O1 (stereo not drawn)
    nt	-0.37	-0.65
